p97 inhibitor = inhibitors of human p97 ATPase, primary screen, biochemical. 220,000 compounds, 0.42% hits. inhibition, % at 8 µM. recombinant p97 ATPase, Kinase-Glo ATP luminescence, 3 h. Transitional endoplasmic reticulum ATPase (Homo sapiens), P55072; in the data active = inhibition above about 15%;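 note: 0% = DMSO vehicle and 100% = wells lacking enzyme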
NPY2 pot ag = NPY-Y2 potentiators or agonists, primary screen, cell-based | Neuropeptide Y receptor type 2 (Homo sapiens), P49146 | cells expressing NPY-Y2, potentiator/agonist read-out | activation, % at 3.6 µM | 220,000 compounds, 0.45% hits | AID 1359, 2008; in the data active = activation above about 27%;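 note: cells stimulated with NPY near EC25 plus isoproterenol at EC100; 0% = vehicle plus submaximal agonist and 100% = vehicle plus saturating agonist; some results beyond the cut were filed as inactive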
Target sequence (P49146 whole entry, looked up): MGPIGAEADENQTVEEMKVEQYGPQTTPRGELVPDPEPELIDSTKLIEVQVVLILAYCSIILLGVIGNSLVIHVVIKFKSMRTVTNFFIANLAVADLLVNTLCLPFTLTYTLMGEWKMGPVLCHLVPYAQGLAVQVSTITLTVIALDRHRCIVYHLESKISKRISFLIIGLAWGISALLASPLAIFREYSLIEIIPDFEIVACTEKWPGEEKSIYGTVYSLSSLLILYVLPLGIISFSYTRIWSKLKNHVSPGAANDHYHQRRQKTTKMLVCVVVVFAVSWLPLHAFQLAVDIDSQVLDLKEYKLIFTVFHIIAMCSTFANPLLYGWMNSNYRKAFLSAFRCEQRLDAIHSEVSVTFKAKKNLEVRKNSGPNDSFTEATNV
S1P4 antag = S1P4 receptor antagonists, primary screen, cell-based. inhibition, % at 4.98 µM. AID 1510, 2009. Sphingosine 1-phosphate receptor 4 (Homo sapiens), O95977. 220,000 compounds, 0.26% hits. S1P4-expressing cells, antagonist mode, reporter read-out; in the data active = inhibition above about 29%;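 note: 0% = wells stimulated with agonist and 100% = vehicle wells without agonist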
Target sequence (O95977 whole entry, looked up): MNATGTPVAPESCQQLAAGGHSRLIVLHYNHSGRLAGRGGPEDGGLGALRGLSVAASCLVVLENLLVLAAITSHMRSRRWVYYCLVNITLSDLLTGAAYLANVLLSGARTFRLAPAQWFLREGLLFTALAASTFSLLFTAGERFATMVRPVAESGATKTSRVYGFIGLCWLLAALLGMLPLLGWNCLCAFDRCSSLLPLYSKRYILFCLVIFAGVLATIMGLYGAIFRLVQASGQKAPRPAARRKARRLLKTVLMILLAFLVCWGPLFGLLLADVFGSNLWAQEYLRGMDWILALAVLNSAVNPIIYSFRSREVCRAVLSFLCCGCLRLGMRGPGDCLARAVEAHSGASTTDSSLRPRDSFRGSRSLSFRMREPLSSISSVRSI
NPY-Y1 antag = NPY-Y1 receptor antagonists, primary screen, cell-based; 200,000 compounds, 1% hits; HEK293-CNG Y1 cells, membrane potential fluorescence; NPY at EC95, then isoproterenol; inhibition, % at 3.6 µM; AID 1040, 2008;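 active = inhibition above the campaign mean inhibition of all tested compounds plus 3 SD, cut at about 20% in these data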;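 note: 0% = DMSO wells given NPY plus isoproterenol and 100% = isoproterenol alone without NPY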
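Material: HEK293 Y1/CNG channel cell line; also added: NPY (25 nM), isoproterenol (1 µM), Ro 20-1724 (25 µM); doses: one concentration, 3.6 µM, in 0.4% DMSO; schedule: compound incubation 1 h at room temperature, readout 45 min post-stimulation; technique: membrane potential fluorescence; measure: fluorescence ratio normalized to % inhibition between controls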
EP2 mod = EP2 receptor modulators, cAMP readout, primary screen, cell-based, HTRF cAMP, PGE2 stimulation; induction, % at 25 µM; Prostaglandin E2 receptor EP2 subtype (Homo sapiens), P43116; 260,000 compounds, 0.83% hits; EP2-expressing cells, cAMP HTRF FRET, PGE2 co-stimulation;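 active = compounds whose cAMP rise, as percent of the full-agonist control response, exceeds 60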;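 note: rat C6 glioma line stably carrying human EP2 under a CMV promoter; the protocol text gives 20 µM as final concentration; 100% = response of wells given 1 µM PGE2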
PGE2 EP2 inh = human EP2 receptor antagonists, primary screen, TR-FRET cAMP, C6 glioma cells. Prostaglandin E2 receptor EP2 subtype (Homo sapiens), P43116. C6 glioma cells expressing human EP2; cells stimulated with saturating PGE2. inhibition, % at 25 µM. 260,000 compounds, 0.52% hits. AID 1422, 2008;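 active = percent inhibition above 40 after rounding to a whole number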;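 note: rat C6 glioma host cells with rolipram phosphodiesterase inhibitor present; the protocol text gives 20 µM as final concentration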
eIF4E-4G inh = eIF4E–eIF4G protein interaction inhibitors, primary screen, biochemical, uHTS, TR-FRET, eIF4GI fragment. inhibition, % at 21.7 µM. TR-FRET eIF4E-eIF4GI(517-606) binding, 2 h. 220,000 compounds, 0.37% hits. Eukaryotic translation initiation factor 4E (Mus musculus) + Eukaryotic translation …;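 active = inhibition above about 30%, limit read from the data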;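 note: 0% = full FRET control wells and 100% = background wells lacking eIF4GI fragment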
S1P4 ag = S1P4 receptor agonists, primary screen, cell-based. activation, % at 4.98 µM. 220,000 compounds, 0.35% hits. S1P4-expressing cell line, agonist reporter assay; in the data active = activation above about 11%;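 note: 0% = DMSO vehicle and 100% = reference agonist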
NPY1 pot ag = NPY-Y1 receptor potentiators or agonists, primary screen, cell-based | activation, % at 3.6 µM | AID 1304, 2008 | NPY-Y1 expressing cells, potentiator/agonist activation | 220,000 compounds, 0.37% hits; in the data active = activation above about 33%, passing the limit was not always enough;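 note: cells stimulated with NPY at EC10 then isoproterenol at EC100; 0% = low agonist plus stimulus and 100% = saturating agonist plus stimulus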
Active calls of the source: *; nt = no result given; [ ] = dose if it differs, or a comment. These rows are one share of the data; count on the stated rates, not on these rows.

Results follow in this order: p97 inhibitor	NPY2 pot ag	S1P4 antag	NPY-Y1 antag	EP2 mod	PGE2 EP2 inh	eIF4E-4G inh	S1P4 ag	NPY1 pot ag
Cc1cc(NC(=O)CSc2nc3ccccc3c(=O)n2Cc2ccc(F)cc2)no1
→ 2	-2	4	-7	21	8	12	-0.1	-8
O=C(CSc1nc(-c2ccccc2)c(-c2ccccc2)o1)NC1CCS(=O)(=O)C1 (stereo unspecified)
→ -11	-6	-8	1	23	3	2	0.1	-6
C/C(=N\NC(=O)CNC(=O)C(c1ccccc1)c1ccccc1)c1ccccc1
→ 4	5	-11	5	22	5	-2[fluorescence artefact?]	-0.8	14
CC(C)CNC(=O)COc1ccccc1[N+](=O)[O-]
→ 3	3	-12	0	13	3	1[fluorescence artefact?]	0.3	2
COC(=O)c1cc(Br)c(=O)n(CCC2=CCCCC2)c1
→ -2	1	-9	7	26	12	10	-0.3	-13
Nc1cccnc1Oc1ccc(F)cc1F
→ 7	2	-3	nt	-9	10	-2	0.3	26
CCOC(=O)N1CCN(C(=O)c2ccc(OCC)cc2)CC1
→ 4	0	-22	0	27	13	0	2.4	13
C/C(=N/NC(=O)c1cc(-c2cccc([N+](=O)[O-])c2)n[nH]1)c1cccc(O)c1
→ 10	1	-2	nt	-40	15	-4	-1.1	-9
COc1ccc(C2NC3=C(CCC3)C3(C#N)C(OC)(OC)N=C(N)C23C#N)cc1 (stereo unspecified)
→ 0	1	2	5	9	14	0	-0.9	0
CCCOP(=O)(OCCC)C(NC(=O)C(C)(C)C)c1ccccc1 (stereo unspecified)
→ 0	6	1	5	-13	7	-5	3.9	-17
Cc1ccc(/C=C/C(=O)N2CCCN(C(=O)/C=C/c3ccc(C)cc3)CC2)cc1
→ -7	-36	-1	0	10	15	-3	-0.3	-27
CCCC(=O)Nc1cc(OCC)c(NC(=O)NC2CCCCC2)cc1OCC
→ -5	1	-7	3	8	8	-2[fluorescence artefact?]	-0.6	-16
CCCCOC(=O)Nc1cc(C)c(Cl)cc1OC
→ -2	-8	3	-2	14	16	-9	1.0	-12
Cc1ccc2[nH]cc(CCNC(=O)Nc3ccccc3)c2c1
→ 2	2	-1	-3	-46	9	8	-2.8	-1
O=C(NCCc1ccccc1)c1ccc(-n2cnnn2)cc1
→ 3	7	-13	-6	0	5	-5	1.0	-8
COc1ccccc1NC(=O)C(=O)NCc1ccccc1Cl
→ 4	5	5	0	-34	9	1	0.7	-7
CCn1ccc(-c2ccccc2)c(C#N)c1=O
→ 2	2	-10	-3	28	10	2	-0.4	7
COc1cc(C2NC(=S)NC(C)=C2C(=O)OC(C)C)ccc1OC(C)C (stereo unspecified)
→ 7	0	8	5	10	7	-5[fluorescence artefact?]	0.5	-5
COc1cccc(OC)c1C(=O)Nc1nc2ccc([N+](=O)[O-])cc2s1
→ 2	-7	3	5	-42	11	2	-2.9	-14
O=C1NC2(CCC3(CC2)OCCO3)NN1c1ccccc1
→ 3	1	5	-3	29	6	2	-3.1	16
N/C(=N\OC(=O)c1cnn(-c2ccccc2)c1C(F)(F)F)c1ccc(C(F)(F)F)cc1
→ 0	-5	-2	nt	-8	11	-5	1.1	-4
NC(=O)/C(=N\O)c1ccccc1
→ 7	11	0	-5	11	7	-10	0.3	9
CCc1ccccc1NC(=O)c1cnc2scc(C)n2c1=O
→ 5	13	-15	2	17	12	-1	1.7	7
Cc1oc(-c2ccccc2F)nc1CS(=O)CC(=O)NCc1cccs1 (stereo unspecified)
→ -4	-2	-8	-3	17	5	2	0.9	-6
CCSc1nnc(N2C(=O)CC(c3ccsc3)C3=C2CC(C)(C)CC3=O)s1 (stereo unspecified)
→ -4	-14	-11	4	12	2	1	0.0	-14
COc1cc(NC(=O)c2nnn(Cc3ccc(SC)cc3)c2N)cc(OC)c1
→ -2	23	-13	-1	-21	8	0	-0.1	14
Cc1ccc(NC(=O)c2cc(-c3ccco3)on2)cc1
→ -1	-11	-11	5	6	2	2	-1.4	7
O=C(NNC(=O)c1ccc(Cl)cc1Cl)c1cnccn1
→ 8	13	2	nt	12	6	-2	1.6	8
Cn1c(SCC(N)=O)nnc1C1CCN(C(=O)NCc2ccccc2)CC1
→ -6	-14	-12	4	31	12	-7[fluorescence artefact?]	-0.4	-24
O=C(c1sc2ccccc2c1Cl)N(Cc1ccco1)C1CCS(=O)(=O)C1 (stereo unspecified)
→ 10	13	-14	10	-7	6	4	-1.4	3
O=S(=O)(Nc1ncccn1)c1ccc(NC(=S)NCc2cccnc2)cc1
→ 4	-8	-5	0	26	8	2	0.4	13
COc1ccc(Cn2c(=S)[nH]c3cc(C(=O)NCc4cccnc4)ccc3c2=O)cc1
→ 2	3	-14	0	-22	5	-2	1.9	11
COCCNC(=O)C(C(=O)c1ccc(F)cc1)n1cc(C)ccc1=O (stereo unspecified)
→ 4	-4	-3	2	18	5	2	0.4	10
COc1ccc(OC)c(NC(=O)c2cc3sccc3n2C)c1
→ -1	-6	-5	5	15	8	-9	-1.2	-26
COc1ccc(/C=C/C(=O)O)cc1S(=O)(=O)NCc1ccccc1
→ 2	1	-18	nt	1	9	-6	1.6	1
CCOC(=O)N1CCN(C(=O)c2ccc(Oc3ccc([N+](=O)[O-])cc3)cc2)CC1
→ 2	1	-2	6	-38	-1	8	-0.3	-24
COc1ccc(NC(=S)N2CCC(C(O)(c3ccccc3)c3ccccc3)CC2)cc1
→ 1	-26	0	2	-4	7	2	-0.4	-7
CCOc1cc(C(=O)NC(=S)Nc2ccc(Cl)c(C(=O)O)c2)cc(OCC)c1OCC
→ 2	-2	5	nt	10	4	-1	-0.9	7
Cc1ccc2nc(N3C(=O)C(O)=C(C(=O)c4cc5ccccc5o4)C3c3cccs3)sc2c1 (stereo unspecified)
→ 6	-4	6	1	17	nt	-7	-0.7	-1
COc1cc2c(cc1NC(=O)CCCCCN1C(=O)CCC1=O)oc1ccccc12
→ 3	-3	-13	6	-6	5	8	-0.3	-16
CN1CCN(c2ccc(CNS(=O)(=O)c3ccc(Cl)cc3)cc2)CC1
→ -3	8	-9	nt	-5	11	-1	2.6	2
Cc1cc2nc(C)c(Cl)c(=O)n2[nH]1
→ 9	10	-1	7	23	5	3	-0.8	-4
O=C(NCc1ccco1)c1ccc2snnc2c1
→ 4	10	-22	0	0	18	-7	1.6	9
O=C(CCS(=O)(=O)c1ccc(Br)cc1)NC1CCCC1
→ 1	-3	4	-2	4	6	4	-2.3	-1
CN(c1ccccn1)c1ncnc2[nH]ncc12
→ 8	-13	4	nt	4	4	-2	1.1	21
CC(C)(C)c1cc(C(=O)NNC(=O)c2ccc(Cl)cc2)no1
→ 5	8	17	nt	7	8	2	-1.0	-2
CCCCCCOc1ccc(/C=c2\s/c(=C(/C#N)C(=O)NCc3ccco3)n(-c3ccccc3)c2=O)cc1
→ 2	16	-1	12	13	7	-1	0.6	-3
CCOC(=O)c1c(CN2CCN(CCO)CC2)n(-c2ccccc2)c2cc(Br)c(O)cc12
→ -2	-7	-2	nt	-29	9	8	0.2	0
CCN1CCCC(Sc2nc3c([nH]2)c(=S)n(C)c(=O)n3C)C1 (stereo unspecified)
→ 5	5	10	nt	30	3	0	-2.5	15
Cc1cccc(NC(=O)CSc2nnc(CNC(=O)c3ccc(S(=O)(=O)N(C)C)cc3)n2-c2cccc(C)c2)c1
→ 4	13	-7	-9	-40	5	2	1.3	15
CCC1Sc2ccccc2N(CC(=O)NCc2ccc3c(c2)OCO3)C1=O (stereo unspecified)
→ -4	-4	-20	-1	12	8	-14	0.4	-10
O=C(Nc1cc(S(=O)(=O)N2CCOCC2)ccc1Cl)C(=O)c1c(-c2ccccc2)cc2ccccn12
→ 0	11	-6	4	23	0	-18	1.8	7
CC1CCN(S(=O)(=O)c2ccc(Cl)cc2)CC1
→ 9	7	-6	5	10	4	-3[fluorescence artefact?]	-0.9	8
CC(=O)C1=C(O)C(=O)N(Cc2cccnc2)C1c1ccc(O)cc1 (stereo unspecified)
→ 6	-1	-6	6	12	6	-3	0.7	9
O=C(NC12CC3CC(CC(C3)C1)C2)c1ccc(-c2ccc(Cl)cc2)o1
→ 8	0	-14	2	-72	21	-4[fluorescence artefact?]	-1.7	-13
O=C(CN1CCN(C(=O)c2cccs2)CC1)Nc1ccc(Br)cc1
→ -4	8	-5	7	21	21	-1	0.3	-7
O=C1NC(c2ccccc2)CCC1(Cl)Cl (stereo unspecified)
→ 6	12	6	-1	14	13	5	0.7	13
COCCCNC(=O)CN(c1cccc(Cl)c1)S(C)(=O)=O
→ -1	0	-2	3	17	15	0	0.4	11
CCCCCC(=O)N/N=C(\C)c1ccc(N2CCCCC2)cc1
→ 3	13	-9	5	18	10	-1[fluorescence artefact?]	0.1	-3

A second format for part of the listing above:
compound,p97 inhibitor,NPY2 pot ag,S1P4 antag,NPY-Y1 antag,EP2 mod,PGE2 EP2 inh,eIF4E-4G inh,S1P4 ag,NPY1 pot ag
O=S(=O)(Nc1ncccn1)c1ccc(NC(=S)NCc2cccnc2)cc1,4,-8,-5,0,26,8,2,0.4,13
COc1ccc(Cn2c(=S)[nH]c3cc(C(=O)NCc4cccnc4)ccc3c2=O)cc1,2,3,-14,0,-22,5,-2,1.9,11
